Compound activity: PubChem, National Center for Advancing Translational Sciences (NCATS)
KDM5B inhibitor = blocks human KDM5B histone demethylase activity; Q9UGL1; KDM5B demethylase, FDH-coupled NADH fluorescence (FDH is formaldehyde dehydrogenase); Potency, µM (highest dose often 57.7 µM), for the others: top-dose activity change, negative = inhibition, hits mostly inhibitors; 220,000 tested, 2.6% active; AID 1347165; active = well fitted inhibition curve with a large enough effect; inconclusive = small, poorly fitted or top-dose-only effect; inactive = no such curve, though single readings can be large or run the other way; note: 0% is about no effect; nearly all actives have a fitted effect of over 70% in size
Target sequence (Q9UGL1 whole entry, looked up): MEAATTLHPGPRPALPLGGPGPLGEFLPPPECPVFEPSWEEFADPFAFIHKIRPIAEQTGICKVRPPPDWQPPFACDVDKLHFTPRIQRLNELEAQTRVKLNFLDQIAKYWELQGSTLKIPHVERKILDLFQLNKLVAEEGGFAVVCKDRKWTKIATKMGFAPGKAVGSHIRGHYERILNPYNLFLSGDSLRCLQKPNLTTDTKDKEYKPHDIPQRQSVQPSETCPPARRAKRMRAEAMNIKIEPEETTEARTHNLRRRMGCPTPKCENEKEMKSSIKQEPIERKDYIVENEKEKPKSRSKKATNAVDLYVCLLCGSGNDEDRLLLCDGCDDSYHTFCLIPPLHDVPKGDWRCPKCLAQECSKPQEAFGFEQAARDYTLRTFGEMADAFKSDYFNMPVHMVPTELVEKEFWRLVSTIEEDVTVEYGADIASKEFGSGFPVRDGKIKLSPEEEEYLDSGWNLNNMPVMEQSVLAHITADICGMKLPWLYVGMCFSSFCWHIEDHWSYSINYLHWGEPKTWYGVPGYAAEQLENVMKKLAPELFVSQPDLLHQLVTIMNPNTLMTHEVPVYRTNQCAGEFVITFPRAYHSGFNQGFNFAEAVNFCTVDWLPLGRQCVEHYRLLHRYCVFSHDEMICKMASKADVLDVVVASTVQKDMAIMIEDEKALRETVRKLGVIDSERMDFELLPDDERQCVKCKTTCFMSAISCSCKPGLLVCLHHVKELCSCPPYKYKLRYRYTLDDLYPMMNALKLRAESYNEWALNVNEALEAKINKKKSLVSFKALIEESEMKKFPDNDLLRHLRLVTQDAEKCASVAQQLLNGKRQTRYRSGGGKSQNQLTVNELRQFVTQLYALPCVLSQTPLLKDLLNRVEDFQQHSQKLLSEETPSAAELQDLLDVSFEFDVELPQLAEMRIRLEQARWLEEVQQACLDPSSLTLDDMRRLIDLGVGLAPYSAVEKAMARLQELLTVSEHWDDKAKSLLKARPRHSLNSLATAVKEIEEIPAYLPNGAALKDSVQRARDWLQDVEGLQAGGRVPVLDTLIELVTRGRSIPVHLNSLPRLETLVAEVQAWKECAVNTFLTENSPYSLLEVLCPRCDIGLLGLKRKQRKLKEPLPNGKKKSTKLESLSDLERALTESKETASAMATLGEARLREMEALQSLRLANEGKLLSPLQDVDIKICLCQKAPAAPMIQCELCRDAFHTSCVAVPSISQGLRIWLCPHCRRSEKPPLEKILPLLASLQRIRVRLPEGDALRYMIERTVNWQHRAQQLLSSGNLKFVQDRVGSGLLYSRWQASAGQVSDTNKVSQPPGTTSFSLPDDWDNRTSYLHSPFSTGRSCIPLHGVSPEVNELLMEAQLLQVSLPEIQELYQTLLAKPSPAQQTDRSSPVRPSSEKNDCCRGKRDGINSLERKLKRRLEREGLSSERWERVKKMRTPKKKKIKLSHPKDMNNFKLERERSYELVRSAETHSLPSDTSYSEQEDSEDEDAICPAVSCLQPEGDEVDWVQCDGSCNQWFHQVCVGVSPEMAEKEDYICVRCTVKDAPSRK
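Coupled FDH/NAD⁺ fluorescence readout. KDM5BΔAP 200 nM final; compound titration, 10 min RT preincubation; substrate mix 12.5 µM H3K4me3, 25 µM 2-OG, 50 µM Fe(II), 100 µM ascorbate, 0.25 mM NAD⁺, 0.25 U/mL FDH; ΔRFU over 30 min.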
Starred values were filed as active, the others as inactive; ? = inconclusive; & = joins results of further samples; [ ] = another dose, or the depositor's remark. Potency is the fitted concentration of half-maximal effect.

SMILES	KDM5B inhibitor
COCC1CN(C(=O)c2ccc3cc[nH]c3c2)CC12CCOCC2 (stereo unspecified)	?
Nc1nc(SCC(=O)NCc2ccc(Cl)cc2)n[nH]1	2.7%
Cc1ccc(OCc2nnc(NC(=O)c3cccnc3)s2)cc1	0.8%
O=C(Nc1ccc(Cl)cc1)N1CCC(Oc2ncccc2C(=O)N2CCOCC2)C1 (stereo unspecified)	15.5%
O=CN1CCN(C(=O)Cn2ccc3cc(OCc4ccccc4)ccc32)CC1	2.2%
COCCCn1c(SCC(=O)Nc2ccccc2F)nnc1-c1ccoc1C	-2.0%
COc1ccc(OCC(=O)Nc2ccc3oc(-c4ccccc4C)nc3c2)cc1	?
O=C(/C=C/c1ccsc1)NCCc1ccccc1	23.3%
O=C(NN=C1CCCCCCC1)C1CC1	140.0%[activator]
CCc1noc(-c2cn(C3CCN(C(=O)C(C)Oc4ccccc4)C3)nn2)n1 (stereo unspecified)	-10.4%
CCCN1Cc2cccc(C(=O)Nc3ccccc3Br)c2C1=O	16.7%
COc1ccc(NC(=O)Cn2c(-c3cccc(Cl)c3)nc(C)c(CCO)c2=O)cc1OC	15.0%
Cn1nc(C(=O)N2CCCC(c3nc4ccccc4s3)C2)c2ccccc2c1=O (stereo unspecified)	18.2%
COc1ccccc1-c1cc(C(=O)Nc2ccc(C)cc2)no1	-3.1%
COc1ccccc1NC(=O)CSc1nc2ccccc2c(=O)n1CCn1cc(Cl)cn1	-12.7%
CCOc1ccc(CNC(=O)c2cnc3sc(N4CCOCC4)nn3c2=O)cc1	-16.4%
O=C(NC1CC1)C1CC(=O)N(c2n[nH]c3ccccc23)C1 (stereo unspecified)	3.1%
O=C(c1ccc2cc[nH]c2c1)N1CCC(N2CC(OCC3CC3)C23CCOCC3)CC1 (stereo unspecified)	?
N#C/C(=C\c1cn[nH]c1-c1ccccc1)c1nc(-c2ccccc2)cs1	10.2%
CCc1ccc(NC(=O)CNC(=O)c2ccc(OC)cc2)cc1	-4.4%
Cc1ccccc1[C@H]1C[C@@H](O)[C@@H](O)[C@@H]1NC(=O)c1c(-c2ccccc2)noc1C	-17.9%[86.2 µM]
CN(CC(=O)Nc1nccs1)S(=O)(=O)c1ccc(Br)cc1	-1.9%
CN(Cc1ccc(Br)cc1)S(=O)(=O)c1ccc2c(c1)CCC2	12.6%
O=C1NC2(CCCCC2)C(=O)N1Cc1cc(F)cc2cccnc12	2.6%
COC(=O)c1ccc(COC(=O)c2ccc3ccccc3n2)o1	-24.0%

Taken from the results shown for reference:
SMILES	KDM5B inhibitor
COCC1CN(C(=O)c2ccc3cc[nH]c3c2)CC12CCOCC2 (stereo unspecified)	?
Nc1nc(SCC(=O)NCc2ccc(Cl)cc2)n[nH]1	2.7%

Random excerpt: 4 entries already listed.
SMILES	KDM5B inhibitor
Nc1nc(SCC(=O)NCc2ccc(Cl)cc2)n[nH]1	2.7%
Cc1ccccc1[C@H]1C[C@@H](O)[C@@H](O)[C@@H]1NC(=O)c1c(-c2ccccc2)noc1C	-17.9%[86.2 µM]
COCC1CN(C(=O)c2ccc3cc[nH]c3c2)CC12CCOCC2 (stereo unspecified)	?
O=C(c1ccc2cc[nH]c2c1)N1CCC(N2CC(OCC3CC3)C23CCOCC3)CC1 (stereo unspecified)	?

Returning to the listing; the 2 compounds before the break are reprinted first.
SMILES	KDM5B inhibitor
O=C1NC2(CCCCC2)C(=O)N1Cc1cc(F)cc2cccnc12	2.6%
COC(=O)c1ccc(COC(=O)c2ccc3ccccc3n2)o1	-24.0%
CC(C)C(=O)N1CCC2(CC1)CCC(O)(CN(C)C)CC2	-11.4%
CCOc1ccc(CNC(=O)C2CCN(S(=O)(=O)c3cn(C)cn3)CC2)cc1	9.5%
Cc1cccc(-c2cccc3c4c([nH]c23)[C@@H]2C[C@H](N(C)C(=S)Nc3ccc(C#N)cc3)[C@H]([C@H](C)O)CN2CC4)c1	?
CCN1C(=O)C2(CCN(C(C)=O)CC2)c2ccccc21	21.3%
Cc1[nH]c2ccccc2c1C(=O)CN1C(=O)NC2(CCOc3ccccc32)C1=O (stereo unspecified)	-11.6%
CCN1c2cc(C(=O)NCc3ccc(C)c(C)c3)ccc2C(=O)N2CCCCC21 (stereo unspecified)	?
COc1cc(/C=C(\C#N)c2nc3ccc(C)cc3[nH]2)cc(Br)c1OC	16.6%
CCC(CC)NC(=O)c1ccc(C)c(C)c1	4.4%
Fc1ccc(-c2csc(Nc3ccccn3)n2)cc1	-24.0%
COc1cccc(NC(=O)C2CCN(c3ccc4nnc(C(C)C)n4n3)CC2)c1	11.3%
CCc1noc(-c2cccn3c(CNC(=O)c4c(F)cccc4Cl)nnc23)n1	28.2µM*
CCc1ccc(CN2CCC3(CC2)Cc2ccccc2CNC3=O)s1	-10.3%[115 µM]
Cc1cc(=O)oc2cc(OCCOC(C)C)ccc12	?
COc1cccc(C(=O)NCCC2CCN(C(=O)Nc3ccccc3F)CC2)c1	22.4%
CN(C)C(=O)c1ccc(-c2cc3c(cn2)CN(CCc2ccccc2)CCN3)cc1	?
Cc1ccc(NC(=O)CCn2ccn3nc4c(c3c2=O)CCCC4)c(F)c1	13.2%
O=C(CNCCc1ccccc1)Nc1ccc(C(=O)N2CCCCC2)cc1	?
COc1cccc(CNC(=O)c2cccc(-n3c(C)nc4cccnc43)c2)c1OC	6.5%
O=c1[nH]c(C2CCN([S+](=O)([O-])c3cccc(C(F)(F)F)c3)CC2)nn1-c1ccccc1	17.5%
CO[C@H]1COCCN(C(=O)c2cc(C)nn2C)C1	19.2%[115 µM]
Cc1ccccc1OCc1ccc(-c2nc(C#N)c(N3CCCCC3)o2)o1	?
O=C(COC(=O)COc1ccccc1F)Nc1ccc2c(c1)OCO2	19.7%
CCCCc1nn(CC(=O)NC[C@H]2CCc3ccccc3O2)c(=O)n1CC	-8.5%
Nc1nccnc1C(=O)NCc1ccccc1OC(F)F	?
O=C(C1Cc2ccccc2O1)N1CCc2onc(-c3ccc(F)c(F)c3)c2C1 (stereo unspecified)	-15.6%

(listing goes on)
SMILES	KDM5B inhibitor
CC(C)c1ccc(OCC(=O)Nc2c(Cl)ccc3nsnc23)cc1	-11.4%
O=C(Cc1ccccc1)NCC(=O)NNC(=O)c1nn(-c2ccccc2)c(=O)c2ccccc12	-18.6%
Cc1cc(NC(=O)COC(=O)CCS(=O)(=O)c2ccc(Cl)cc2)no1	11.5%
CCc1ccc(-n2c(=O)c3cccnc3n2CC(=O)NCc2ccc(F)cc2)cc1	?
COC(=O)c1c(C)[nH]c(C(=O)CSc2cc(F)ccc2F)c1C	6.8%
CN1CCC(NCc2ccccc2)CC1	-2.3%
COc1ccc(-c2c(C)c3c(n2C)C(c2ccccc2)Oc2ccccc2-3)cc1 (stereo unspecified)	-26.7%
Cc1ccc(CNC(=O)CCCn2c(=O)c3ccccc3n(Cc3ccc(Cl)cc3)c2=O)cc1	-29.3%
O=C1NC[C@@H](CCC(=O)N2CCCCC2)N2C[C@@H](NC(=S)Nc3ccc(Cl)cc3)C[C@@H]12	?
COc1cccc([S+](=O)([O-])N2CCC3(CC2)C(=O)NCN3Cc2ccc(Cl)cc2)c1	8.5%&-2.5%
N/C(CN1CCSCC1)=N\OCc1c(F)cccc1Cl	6.9%
COc1cc(C2CC(=O)N(Cc3cccc(F)c3)c3ccccc3S2)cc(OC)c1OC (stereo unspecified)	?
Cn1c(=O)c2[nH]c(-c3cccc(O)c3)nc2n(C)c1=O	-21.5%
CCNC(=O)c1cccnc1OC1CCN(C(=O)CCCc2ccccc2)C1 (stereo unspecified)	-8.1%
Cc1nn(CC(=O)Nc2ccc3c(c2)nc2n3CCN(CC(C)C)C2)c(=O)c2ccccc12	?
CCOc1ccccc1OCC(=O)OC(C)C(N)=O (stereo unspecified)	25.9%
O=C1CCN(C(=O)c2ccccc2)CCCC(C(=O)NCCCn2cccn2)CCN1 (stereo unspecified)	3.9%
CC(C)CCNC(=O)Cn1c(=O)n(CCC(C)C)c(=O)c2sccc21	?
COC(=O)c1ccc(NC(=O)CC2C(=O)N(c3ccccc3)C(=O)N2Cc2cccs2)cc1 (stereo unspecified)	-16.2%
CCn1c(=O)c2cc(C(=O)N3CCN(c4cccc(Cl)c4)CC3)sc2c2ccccc21	6.5%
CCc1nc2cc(N3CCC(C(=O)NCc4ccccc4F)CC3)cnc2nc1CC	?
Cc1nn(C)c(C)c1CNCc1cccnc1N1CCOCC1	1.0%
CCOC(=O)C1CCN(S(=O)(=O)c2ccc3c(c2)N(C)C(=O)CC(=O)N3C)CC1	-10.5%
COC(=O)[C@@H]1Cc2ncn(Cc3ccc(Cl)cc3)c2CN1Cc1ccc(CO)o1	?
CC(C)CNC(=O)CCc1ccc(NC(=O)C2CCCCC2)cc1	-4.6%

Remaining list, next part.
SMILES	KDM5B inhibitor
COc1ccc(CCN(C)Cc2nc(-c3cnccn3)no2)cc1OC	-10.3%
COc1ccc(-c2cc(N3CCCC(NC(=O)c4cc(C)ccc4C)C3)n[nH]2)cc1 (stereo unspecified)	?
O=C(CCc1ccco1)NC1(C(=O)O)CCCCCC1	-18.3%
Cc1ccc(NC(=O)COC(=O)COc2cccc3c2OC(C)(C)C3)cc1C	11.4%
O=C1NCCCCCN(C(=O)NCCc2ccccc2)[C@H]2CCC[C@@H]12	-13.4%
O=C1[C@H]2CN(Cc3ccc(F)c(F)c3)C[C@H]2C(=O)N1Cc1ccc2c(c1)OCO2	6.8%
COc1cccc(CC(=O)N2CC[C@@H](NC(=O)c3ccncc3)[C@H](O)C2)c1	-13.1%
N#C/C(=C/c1ccccc1OCc1ccccc1)c1nc2ccccc2[nH]1	25.9%
COc1ccc(C(=O)NCC(c2ccco2)S(=O)(=O)c2ccccc2)cc1 (stereo unspecified)	?
CCc1nc(-c2ccc(OC3CCN(C(=O)Cc4cccc(OC)c4)C3)cc2)no1 (stereo unspecified)	-12.0%
Fc1cccc(Cl)c1/C=N/Nc1c(Cl)cc(Cl)cc1Cl	?
CCOC(=O)c1nn(Cc2ccc(OC)cc2)c2c1CN(C(=O)c1ccc3nc[nH]c3c1)CC2	31.6µM*
Brc1ccc(/C=N/N=C/c2ccc(Br)s2)s1	-4.1%
O=C(CCCn1cnnn1)NC1CCCc2c1cnn2-c1ccccn1 (stereo unspecified)	15.9%
CC1(c2ccccc2)N(Cc2ccccc2)C(=O)OC12CCN(Cc1c[nH]c3ccccc13)CC2 (stereo unspecified)	-26.3%
O=C(C[C@@H]1CCNC[C@@H]1Cc1cc(CC2CCCCC2)on1)NCc1ccco1	?
O=C(C1CCOCC1)N1CCC2(CC1)CC(N(Cc1ccc(F)cc1)C1CC1)CCO2 (stereo unspecified)	-19.0%
O=C(Nc1ccc(N2CCCCCC2)cc1)c1ccccc1SC1CCS(=O)(=O)C1 (stereo unspecified)	1.7%
C[C@H](NC(=O)Cn1ccc2ccc(OCc3ccccc3)cc21)C(=O)O	1.7%
O=C(NCC1CCN(Cc2ccccn2)C1)Nc1ccc(F)cc1 (stereo unspecified)	?
CCN(CC)S(=O)(=O)c1ccc(NC(=O)Cc2nn(C)c(=O)c3ccccc23)cc1	17.0%
O=C(Nc1ccc(Cl)c(C(F)(F)F)c1)c1cc(F)c(F)cc1Cl	-7.2%
Cc1nc2ccc(Cl)cc2cc1C(=O)Nc1ccncc1	13.3%
Cc1cccc(NC(=O)c2cc(S(=O)(=O)N3CCCCC3)c[nH]2)c1C	9.9%
CCCC(=O)NCc1ccc(-c2nc3ccccc3s2)cc1	10.1%

(next part)
SMILES	KDM5B inhibitor
CCc1c(C)cc(C(=O)N[C@H]2CCOC[C@H]2C2CCOCC2)c(=O)n1C	25.1µM*
COc1ccc2nc([C@H]3CCN(C(C)C)C3)[nH]c2c1	31.6µM*
FC(F)(F)c1cc(-c2ccco2)nc(=S)[nH]1	-8.9%
Cc1ccc(NC(=O)CN(CCc2ccccc2)S(=O)(=O)c2ccccc2)c(C)c1	-15.0%[11.5 µM]
CCN1c2cc(C(=O)Nc3ccc(OC)c(F)c3)ccc2C(=O)N2CCCCCC21 (stereo unspecified)	?
O=C(Nc1ccc(F)cc1)N1CCC(O)(c2csc(CN3CC[C@@H](O)C3)n2)CC1	-14.4%[86.2 µM]
CCCNC(=O)CCC(=O)NC(C)c1cccc(Cl)c1 (stereo unspecified)	2.1%
Cc1ccc(C(=O)N2CCC(c3nc(-c4ccccc4)no3)C2)s1 (stereo unspecified)	-13.6%
O=C(NC(NC(=O)c1ccccc1)c1ccc(F)cc1)c1ccccc1	27.2%
CCCn1nc(NC(=O)C(C)(C)C)c2cc3cc(OC)ccc3nc21	139.6%[activator]
COc1cc(-c2nc(Cn3nnc(C(=O)Nc4cc(C)cc(C)c4)c3C)c(C)o2)cc(OC)c1OC	-43.3%
CCN(Cc1ccccc1)C(=O)c1cc2c(=O)[nH]c3ccc(C)cc3c2s1	-28.2%
COc1ccc(OCCNC(=O)c2cc(C3CC3)nc3ccccc23)cc1	11.4%
O=C(Nc1ccccc1F)C1CCCC1	5.6%
CNCc1ccc(-c2ccccc2Cl)o1	8.3%
COc1ccc2cc(-c3nc(-c4ccccc4F)no3)c(=O)oc2c1	-42.4%
O=C(COC(=O)c1cccc([N+](=O)[O-])c1C(=O)OCC(=O)c1ccc(Br)cc1)c1ccc(Br)cc1	-7.2%
COc1ccc(C2c3cccn3CCN2S(=O)(=O)c2ccc([N+](=O)[O-])cc2)cc1 (stereo unspecified)	?
CC(C)C(=O)N1N=C(c2ccccc2NS(C)(=O)=O)CC1c1ccco1 (stereo unspecified)	-20.9%
O=C([C@@H]1C[C@H](F)CN1C(=O)Nc1ccccc1Cl)N1CCCCC1	-3.8%
Cc1cccc(OCCc2noc(C3CNC3)n2)c1	?
O=C(c1ccc2c(c1)OCO2)N1CCCN(c2cc(-c3ccc(Cl)cc3)[nH]n2)CC1	-10.7%

A portion of the library (hit frequency here may not be typical).
